PKM2 activator – increases activity of human pyruvate kinase M2; P14618; purified PKM2, Kinase-Glo ATP luminescence, activation; response scale: 0% is enzyme alone, no compound; Potency, µM (series often up to 57.5 µM), without a hit: at the top dose activation, actives largely listed as activators; 260,000 tested, 0.34% active; AID 1631; note: potency is the fitted concentration of half-maximal effect; % is set by controls: 0 for no effect and ±100 for the full control effect; nearly all actives have a fitted effect of over 55% in size
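Purified hPK-M2 (>95%) run at intermediate activity with 0.1 mM ADP and 0.5 mM PEP in 50 mM imidazole pH 7.2, KCl, MgCl2; 1 h room temperature. ATP formed read by Kinase-Glo luminescence; normalized to uninhibited and no-enzyme controls.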
ELG1 genotox – induces genotoxicity in HEK293T cells with luciferase-tagged ELG1. HEK293T ELG1-luciferase reporter, luminescence, 16 h. 330,000 tested, 1.3% active. AID 504466. Potency, µM (doses to about 46 µM), without a hit: at the top dose activity change, positive = activation, actives largely listed as activators; note: potency is the fitted concentration of half-maximal effect; % of control where 0% means no effect; nearly all actives have a fitted effect of over 60% in size
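Quantitative HTS format in 1536-well plates. HEK293T ELG1-luciferase reporter cells receive test compound and are incubated 16 hr at 37 °C, 5% CO2; ONE-Glo added, 30 min room temperature, then luminescence read.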
VP16 counter – inhibits Gal4-VP16 luciferase reporter, ROR gamma counter-screen. Drosophila S2 Gal4-VP16 UAS-luciferase, luminescence, 20 h. Potency, µM (doses to about 53.6 µM), without a hit: at the highest dose activity, negative = inhibition, hits mostly inhibitors. 310,000 tested, 3.5% active. AID 2546;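 note: Gal4-VP16 expression switched on by copper sulfate through the metallothionein promoter; potency is the fitted concentration of half-maximal effect; % is set by controls: 0 for no effect and ±100 for the full control effect; nearly all actives have a fitted effect of over 50% in size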
Giardia kill – kills Giardia lamblia; Giardia lamblia trophozoite viability; activity change, % at 7.66 µM, hits read low; 340,000 tested, 0.15% active; AID 540267; in the data active = activity change below about -80%; inconclusive = between about -30% and that limit;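 note: parasites exposed to compound for two days anaerobically before the ATP read; % is set by controls: 0 for no effect and ±100 for the full control effect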
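Killing of trophozoites was scored by loss of ATP luminescence after a 48 hrs anaerobic exposure to compounds at 37 deg C, using 100 cells per well.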
Rab9 promoter act – activators of Rab9 promoter | Huh7 Rab9 promoter-luciferase reporter, luminescence, 24 h | 320,000 tested, 2.8% active | Potency, µM (series often up to 9.22 µM), for the others: at the highest dose activation, negative = inhibition, usual class: activators; note: potency is the fitted concentration of half-maximal effect; % of control where 0% means no effect; nearly all actives have a fitted effect of over 60% in size
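Luminescence from Amplite-detected luciferase (10 minutes, ambient) reports Rab9 promoter activation. Before that, stable Rab9-luciferase Huh7 cells (1500/well, reduced-serum OP-MEM I plus 10% FBS) were exposed to compound for 24 hours at 37C.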
RORg inh – inhibitors of mouse ROR gamma transcriptional activity; Drosophila S2 Gal4-RORgamma UAS-luciferase reporter, 20 h; Potency, µM (top dose mostly 53.6 µM), without a hit: top-dose activity change, negative = inhibition, most hits filed as inhibitors; 310,000 tested, 5.4% active; note: potency is the fitted concentration of half-maximal effect; % is set by controls: 0 for no effect and ±100 for the full control effect; nearly all actives have a fitted effect of over 60% in size
Target sequence (P51450 whole entry, looked up, the tested form may be a part): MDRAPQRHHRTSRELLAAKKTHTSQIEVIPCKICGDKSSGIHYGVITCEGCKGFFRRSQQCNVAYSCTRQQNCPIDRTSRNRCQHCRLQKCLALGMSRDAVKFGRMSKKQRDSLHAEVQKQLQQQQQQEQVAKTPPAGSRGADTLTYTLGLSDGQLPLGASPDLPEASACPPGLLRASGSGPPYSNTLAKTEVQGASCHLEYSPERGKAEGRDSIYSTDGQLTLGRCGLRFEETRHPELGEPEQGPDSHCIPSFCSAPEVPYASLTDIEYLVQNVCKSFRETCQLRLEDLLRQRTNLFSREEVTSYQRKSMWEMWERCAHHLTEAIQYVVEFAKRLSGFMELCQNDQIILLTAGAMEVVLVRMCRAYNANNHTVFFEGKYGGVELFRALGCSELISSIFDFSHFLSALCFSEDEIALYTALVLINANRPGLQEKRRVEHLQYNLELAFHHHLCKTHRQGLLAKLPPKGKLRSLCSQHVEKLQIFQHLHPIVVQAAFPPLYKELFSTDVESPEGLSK
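Read-out: Photinus luciferase luminescence; inhibitors lower reporter signal. Insect Schneider cells with Gal4-ROR gamma fusion under metallothionein promoter, UAS reporter; 700 uM final copper sulfate induction, 20 hr, ambient temperature.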
NPC1 prom act – NPC1 promoter activation; 320,000 tested, 2.4% active; Huh7 NPC1 promoter luciferase reporter, 24 h; AID 485313; Potency, µM (highest dose often 9.22 µM), inactives show top-dose activation, usual class: activators;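 note: potency is the fitted concentration of half-maximal effect; % of control where 0% means no effect; nearly all actives have a fitted effect of over 60% in size; reporter is driven by a mutant NPC1 promoter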
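In 1536-well qHTS, Huh7 cells harboring an NPC1 promoter–luciferase construct received compound for 24 h; activation was quantified by luminescence following luciferase reagent addition.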
Menin-MLL TR inh – menin-MLL binding inhibition, Texas Red mutant peptide. Potency, µM (doses to about 61.6 µM), for the others: at the highest dose FP activity change, negative = inhibition, most hits filed as inhibitors. 270,000 tested, 0.23% active. Menin + Texas Red MLL mutant peptide, fluorescence polarization. O00255; active = well fitted inhibition curve with a large enough effect in the polarisation, with a control signal flat, not every such curve was filed as active; inconclusive = small, poorly fitted or top-dose-only effect, or effect the other way, or a change in a side signal; inactive = no such curve, though single readings can be large or run the other way; the % refers to the polarisation; note: potency is the fitted concentration of half-maximal effect; % of control where 0% means no effect; many of its hits are not listed in these tables
Target sequence (O00255 whole entry, looked up): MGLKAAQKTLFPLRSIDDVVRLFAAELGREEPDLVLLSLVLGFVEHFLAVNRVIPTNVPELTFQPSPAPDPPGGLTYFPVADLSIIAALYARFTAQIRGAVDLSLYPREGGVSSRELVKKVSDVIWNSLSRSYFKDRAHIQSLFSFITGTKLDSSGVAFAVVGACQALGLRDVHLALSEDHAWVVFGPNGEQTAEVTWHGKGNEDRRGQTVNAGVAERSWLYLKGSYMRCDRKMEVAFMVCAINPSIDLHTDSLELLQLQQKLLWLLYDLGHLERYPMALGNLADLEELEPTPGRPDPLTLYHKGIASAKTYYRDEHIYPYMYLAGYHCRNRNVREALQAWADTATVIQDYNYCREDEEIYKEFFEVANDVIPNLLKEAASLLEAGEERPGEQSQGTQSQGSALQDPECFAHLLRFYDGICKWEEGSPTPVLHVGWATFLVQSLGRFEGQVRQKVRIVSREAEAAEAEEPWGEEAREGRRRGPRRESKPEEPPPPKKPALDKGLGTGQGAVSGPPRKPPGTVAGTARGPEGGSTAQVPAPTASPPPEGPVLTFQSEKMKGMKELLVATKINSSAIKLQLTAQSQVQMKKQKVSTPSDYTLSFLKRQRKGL
BRCA1 expr up – BRCA1 expression activation. MCF7-BRCA1-FFLuc reporter, luminescence, 48 h; response scale: scaled: vehicle 0%, 10 µM genistein 100%. Potency, µM (highest dose often 46.1 µM), without a hit: top-dose activation, hits mostly activators. 380,000 tested, 1.1% active. AID 624202; note: potency is the fitted concentration of half-maximal effect; nearly all actives have a fitted effect of over 80% in size; some results filed as inactive show a strong effect at the top dose
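MCF7 cells carrying a BRCA1-firefly luciferase reporter (2000 cells/well, phenol-red free MEM) were attached for 2 h at 37 °C, then given compounds for 48 h. Luminescence was read 15 min after luciferase reagent; activity normalized to genistein (10 microM) and DMSO.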
p53 reactivator – re-activators of mutant p53 | H1299 p53-A138V BP100-luciferase reporter, luminescence, 24 h | AID 504706 | 320,000 tested, 0.063% active | Potency, µM (doses to about 92.2 µM), for inactives: at the top dose activity change, positive = activation, most hits filed as activators; note: potency is the fitted concentration of half-maximal effect; % of control where 0% means no effect; nearly all actives have a fitted effect of over 45% in size
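H1299 (p53-null), stable ts p53-A138V + BP100-Luc; 1000 cells/well, Opti-MEM/10% FBS; cpd 4 pt, 1:5; 24 h, 37 deg C, 5% CO2; detection reagent 10 min RT; luminescence.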
FLuc modulator – inhibits or activates purified firefly luciferase, miR-21 counter-screen; P08659; purified FLuc, Km substrates, luminescence inhibition; Potency, µM (highest dose often 57.5 µM), without a hit: top-dose activity change, negative = inhibition, most hits filed as inhibitors; 360,000 tested, 6.9% active;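 note: potency is the fitted concentration of half-maximal effect; plate controls were vehicle for no effect and reference inhibitor for full effect; nearly all actives have a fitted effect of over 55% in size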
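Purified P. pyralis luciferase, 10 nM final, with Km-level 10 uM D-luciferin and 10 uM ATP in 50 mM Tris acetate pH 7.5, 10 mM Mg acetate, 0.01% Tween-20, 0.05% BSA; 6-point qHTS titration about 60 µM downward; luminescence read.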
* marks the source's active call; other numbers are inactive results; ? = inconclusive; nt = no result given; & = joins results of further samples; [ ] = remark or other dose. Unless noted, calls come from the whole dose curve; as a rule, active = well fitted curve in the direction sought with a large enough effect; inconclusive = small, poorly fitted or top-dose-only effect, or another doubt; inactive = no such curve, though single readings can be large; an effect the other way counts as inactive or inconclusive.

Compound	ELG1 genotox	RORg inh	Menin-MLL TR inh	NPC1 prom act	Giardia kill	PKM2 activator	VP16 counter	p53 reactivator	FLuc modulator	Rab9 promoter act	BRCA1 expr up
Cc1ccc(C)c(N2CCN(C(=O)C3CCN(S(=O)(=O)c4cccc5nsnc45)CC3)CC2)c1	-11%	24%	nt	-3%	28	-1%	2%	1%	7%	-12%	-38%
NS(=O)(=O)c1ccc(CNC(=O)CSc2nc3ccc(Cl)cc3[nH]2)cc1	1%	-6%	-5%	1%	8	1%	3%	nt	7%	-2%	-2%
COc1cccc(NC(=S)NNC(=O)Cn2nc(C(F)(F)F)cc2C)c1	0%	?	5%	0%	8	3%	?	-1%	7%	1%	-12%
CCc1cc2c3c(c1)/C(=C1/SC(N)=NC1=O)C(=O)N3C(C)(C)C=C2C	0%	-22%	-2%	-10%	-4	-7%	-16%	0%	9%	-3%	-1%[1.84 µM]
COc1ccc2oc(C(=O)Nc3ccccn3)c(C)c2c1	?	?	?	?	?	-25%	?	?	0.6µM*	4µM*	3%
Cc1cccc(-n2ncc(C#N)c2-n2cccc2)c1	-1%	-1%	1%	1%	-13	-2%	6%	-15%	-6%	-1%	6%
Oc1ccc2cccnc2c1	-2%	5%	-4%	1%	10	-5%	-5%	17%	2%	-3%	4%
CC(Oc1ccc2c3c(c(=O)oc2c1)CCC3)C(=O)NCc1ccccn1 (centres undefined)	0%	7%	nt	1%	21	nt	1%	-7%	2%	4%	-1%
Cc1c(C)n(Cc2ccc(F)cc2)c2ccc(C(=O)NCCCN3CCOCC3)cc12	-5%	1%	-17%	0%	15	nt	0%	-10%	0%	0%	-25%
Cc1cccc(N2CCN(C(=O)c3ccc(N4CCCC4=O)cc3)CC2)c1C	-11%	-7%[10 µM]	?	0%	29	1%	-2%	-4%	0%	0%	-41%
CC(C)(C)c1ccc(/C=N/OCC(=O)NCc2ccccc2)cc1	-1%	?	-16%	0%	4	4%	?	16%	17µM*	-9%	-54%
O=C(Nc1nnc(SCc2ccccc2F)s1)c1ccco1	5%	45%	15%	11%	-2	1%	?	13%	?	9%	41%
Cc1c(CCC(=O)NCCCn2ccnc2)c(=O)oc2cc3occ(C(C)(C)C)c3cc12	-4%	16%	-7%	0%	1	0%[0.46 µM]	?	-12%	1%	-2%	-39%
O=C(CN1C(=O)CCS(=O)(=O)c2ccccc21)NCc1ccc2c(c1)OCO2	-3%	39%	-22%	-1%	9	?	-20%	2%	-2%	-1%	5%
CCOC(=O)Cn1c(N2CCCCCC2)nc2c1c(=O)[nH]c(=O)n2C	5%	-1%	0%[11.7 µM]	-1%	6	-22%	0%	-3%	-1%	3%	-9%
COc1ccc(C(=O)Nc2cccc3nc(C)ccc23)cc1OC	0%	-7%	-7%	-4%	0	-2%	-13%	nt	-4%	-1%	13%
O=C(Nc1cccc(F)c1)c1ccccc1-c1ccccc1	1%	-10%	1%	0%	-16	-19%	-4%	1%	3%	-1%	-13%
COc1ccc(C2C3=C(CC(C)(C)CC3=O)Nc3n[nH]c(C)c32)cc1 (centres undefined)	-4%	18%	-2%	0%	11	15%	8%	-8%	3%	4%	-20%
CC1=NN(c2cccc(C(=O)O)c2)C(=O)/C1=C\C=C\c1ccco1	?	3.5µM*	44%[activator]	10%	11	6%	?	?	2.7µM*	13%	32%
OC(CNCCCN1CCCCC1)COc1ccccc1 (centres undefined)	0%	0%	-22%	-4%	-12	-2%	-1%	-24%	0%	-6%	4%
CCCN1Cc2cccc(C(=O)NC3CCCC3)c2C1=O	-2%	0%[0.365 µM]	-4%	-1%	7	2%	nt	-4%	-2%	-5%	1%
COc1ccc2c(c1)c(CC(=O)Nc1ccc(C(C)=O)cc1)c(C)n2C(=O)c1ccc(Cl)cc1	0%	81%	4%	-3%	-3&19	6%	0%	12%	-18%&-13%	0%	65%&-69%
O=C(Nc1ccccc1)C1C2CCCCC21 (centres undefined)	8%	7%	0%	7%	-26	1%	18%	nt	?	16%	57%
O=C(COC(=O)CCc1c[nH]c2ccccc12)Nc1ccccc1C(F)(F)F	-1%	nt	nt	-2%	-9	nt	nt	0%	5%	2%	0%
CC(C)c1ccc(C(=O)Nc2ccc(CN3CCOCC3)cc2)cc1	10%	-21%	0%	-3%	-3	nt	?	4%	11µM*	-5%	-2%
COc1ccccc1C(=O)NN=C1CCN(Cc2ccccc2)CC1	1%	-5%	-23%	-1%	13	5%	1%	16%	?	-3%	1%
CCOC(=O)/C(=C/C=C1\Sc2cc(OCC)c(OCC)cc2N1CC)C(C)=O	-11%	16%	-23%	-31%[inhibitor]	-9	-1%	1%	-3%	5%	-3%	-2%
Cc1ccc(CONC(=O)/N=C/N(C)C)cc1	-3%	5%	nt	-1%	-8	-2%	-3%	3%	-5%	0%	1%
CCCS(=O)(=O)N1CCCC(C(=O)NC2CCCCC2)C1 (centres undefined)	7%	6%	-27%	1%	11	-9%	3%	?	-7%	6%	-1%
CC1C(=O)N(Cc2ccc(F)cc2)c2ccccc2N1C(=O)c1c(F)cccc1F (centres undefined)	-8%	0%	-3%	1%	4	nt	9%	-5%	1%	2%	-27%
Cc1ccccc1OCC1Cn2c(nc3c2c(=O)n(C)c(=O)n3C)O1 (centres undefined)	-4%	?	1%	-1%	14	1%	-15%	-75%[inhibitor]	0%	1%	-36%
Cc1ccc(CSc2nnc(-c3ccccn3)n2N)cc1	?	41%	nt	22%	2	0%	-16%	10%	?	11%	?
Cc1ccc(CN(C(=O)Cn2nnc3ccccc32)C(C(=O)NCc2ccco2)c2ccc(C)o2)cc1 (centres undefined)	-8%	22%	-15%	-3%	0	1%	-16%	-2%	2%	-2%	-41%
CN(c1ccc(OCC(=O)NCCc2ccccc2)cc1)S(=O)(=O)c1ccc(Cl)cc1	?	nt	nt	6%	-22	nt	nt	8%	-18%	15%	0%
CC(=O)Nc1ccc(OCC(O)Cn2nc(C)c(C(C)=O)c2C)cc1 (centres undefined)	-4%	-11%	-4%	1%	-3	-3%	-2%	-6%	2%	-5%	2%
COc1ccc2nnc(-c3ccc(C(F)(F)F)cc3)n2n1	0%	-11%	nt	2%	-7	0%	2%	-2%	-2%	11%	-47%
CCN(CC(=O)Nc1c(F)cccc1F)C(=O)CNC(=O)C1CCCCC1	1%	nt	nt	-2%	39[activator]	nt	nt	-1%	-2%	-8%	7%
COc1ccc(CN(C)C(=O)c2sccc2-c2ccccc2)c(OC)c1	-8%	2%	?	-4%	?	-1%	-4%	-3%	0%	6%	-11%
CNC(=O)c1[nH]cnc1C(=O)Nc1ccccc1C	11%	11µM*	19%	-1%	3	-10%	7.9µM*	-7%	1%	-2%	-9%
COC(=O)c1cc(NC(=O)c2cccnc2)cc(C(=O)OC)c1	-8%	3%	8%	7%	27	4%	1%	21%	-2%	-3%	0%
CCOC(=O)c1[nH]c2ccccc2c1NC(=O)CN(C)C	-1%	2%	-10%	4%	-18	-1%	9%[0.365 µM]	-10%	-1%	-5%	-1%
Cc1ccc(CN2CC(C(=O)OCc3ccccc3Cl)CC2=O)cc1 (centres undefined)	11%	nt	nt	-4%	17	nt	nt	2%	3%	-2%	-9%
Cc1ccc(C(=O)NCC(c2ccco2)N2CCc3ccccc3C2)cc1C (centres undefined)	-6%	nt	nt	4%	-5	nt	nt	-3%	1%	-6%	-17%
O=C(Oc1ccc(Br)cc1C(=S)N1CCOCC1)c1ccccc1	-4%	-23%	-10%	-2%	-18	nt	3%	-2%	-1%	7%	-1%
CC(=O)NS(=O)(=O)c1ccc(N=NN2CCCCCC2)cc1	0%	-4%	-13%	-1%	-15	-9%	0%	3%	-10%	-1%	21%
Cc1cc(C)n(C(=O)CCC(=O)NCc2ccccc2)n1	-6%	-3%	0%	-9%	5	1%	-7%	-9%	11%	1%	14%
OCCOc1cccc(CN2CCC(CO)(CCOc3ccccc3)CC2)c1	-4%	-14%	-4%	2%	1	-1%	2%	0%	-1%	-10%	-4%
O=C(NC1(Cc2ccccc2)CCN(CCCc2ccccc2)C1=O)c1ccccc1 (centres undefined)	-10%	nt	nt	-1%	18	nt	nt	-7%	-1%	-11%	0%
Cc1ccc(/C=C/C(=O)Nc2cccc3cccnc23)o1	1%	5%	-2%	-2%	24	?	28%	12%	17µM*	7%	-69%
CCOc1ccc(NC(=O)c2[nH]c(C)c(C(C)=O)c2C)cc1	?	-38%	-8%	?	6	nt	1%	29%	15µM*	?	28%
O=C1C2C3C=CC(CC3)C2C(=O)N1c1ccc(Cl)cc1Cl (centres undefined)	-4%	33%	-1%	4%	-12	1%	-5%	nt	15µM*	3%	8%

High-throughput results: PubChem, National Center for Advancing Translational Sciences (NCATS)

An excerpt; the hit share may differ from the screen's.
